Source: PubChem BioAssay (National Center for Advancing Translational Sciences (NCATS))
Pol eta inh: blocks human DNA polymerase eta activity. Q9Y253. recombinant Pol eta, fluorescent DNA replication assay. Potency, µM (top dose mostly 114 µM), for the others: top-dose activity change, negative = inhibition, actives largely listed as inhibitors. hit rate 1.2% among 390,000. AID 588591; further: on the % scale 0 is the no-effect control and ±100 the full control effect
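Pol eta (10 nM) was preincubated with compounds for 15 min at room temperature, after which fluorescent replication substrate (50 nM final) was added to start the reaction. Fluorescence was read kinetically at 0 and 10 min.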
Anesthetic bind: candidate novel general anesthetic via apoferritin binding; P02791; apoferritin/1-aminoanthracene competitive binding, fluorescence; Potency, µM (top dose mostly 77.5 µM), without a hit: at the highest dose activity change, negative = displacement, most hits filed as inhibitors; hit rate 0.074% among 350,000; further: on the % scale 0 is the no-effect control and ±100 the full control effect; nearly all actives have a fitted effect of over 20% in size
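Concentration-response curves derived by four-parameter Hill fitting of normalized fluorescence, where compounds displaced 1-AMA from 10 uM horse apoferritin following a brief 10 min room-temperature incubation; propofol titration acted as positive control.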
G9a block: inhibitors of human histone lysine methyltransferase G9a | Q96KQ7 | G9a H3K9 monomethylation, AlphaScreen, 2 h | Potency, µM (doses to about 102 µM), inactives show top-dose activity, negative = inhibition, usual class: inhibitors | hit rate 8.8% among 350,000; further: on the % scale 0 is the no-effect control and ±100 the full control effect; nearly all actives have a fitted effect of over 75% in size
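Methyltransferase reactions run at room temperature for 2 h (20 nM enzyme, 500 nM biotin-H3K9 peptide, 20 uM SAM) after a 15 min compound preincubation; product detected by AlphaScreen beads and anti-H3K9me1 antibody.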
POLI inh: inhibitors of human DNA polymerase iota. Q9UNA4. Pol iota fluorescent replication assay, 10 min. Potency, µM (top dose mostly 115 µM), without a hit: top-dose activity, negative = inhibition, usual class: inhibitors. hit rate 1% among 390,000
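Pol iota at 10 nM preincubated 15 min with compounds at room temperature; reaction started with fluorescent substrate, 50 nM final. Fluorescence read kinetically at 0 and 10 min; buffer-only wells as negative control.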
POLB inh: inhibitors of human DNA polymerase beta. P06746. Pol beta primer extension/strand displacement, fluorescence kinetic. Potency, µM (top dose mostly 114 µM), for the others: top-dose activity change, negative = inhibition, most hits filed as inhibitors. hit rate 1.3% among 340,000. AID 485314; further: on the % scale 0 is the no-effect control and ±100 the full control effect
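Kinetic readout of DNA synthesis with strand displacement by Pol beta. Compound and 10 nM enzyme sit 15 min at room temperature; 50 nM substrate starts the reaction, read immediately and at 10 min.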
POLK inh: inhibitors of human DNA polymerase kappa. purified Pol kappa, fluorescent DNA synthesis assay, 10 min. Potency, µM (doses to about 107 µM), for the others: at the top dose activity, negative = inhibition, actives largely listed as inhibitors. hit rate 0.53% among 400,000; further: on the % scale 0 is the no-effect control and ±100 the full control effect
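Kinetic fluorescence screen: compound preincubated 15 min RT with 10 nM enzyme; 50 nM substrate (final) initiates; reads at 0/10 min.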
BAZ2B block: inhibitors of human BAZ2B bromodomain; Q9UIF8; hit rate 4.4% among 360,000; AlphaScreen BAZ2B-H3K14Ac peptide displacement; Potency, µM (series often up to 114 µM), for inactives: top-dose activity change, negative = inhibition, usual class: inhibitors; AID 504333; further: on the % scale 0 is the no-effect control and ±100 the full control effect; nearly all actives have a fitted effect of over 60% in size
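Protein-peptide AlphaScreen: BAZ2B 50 nM, b-H3K14Ac 50 nM, 1x PBS pH 7.4 + 0.01% Tween-20. Preincubation 30 min RT; cpd 30 min RT (top 110 uM); beads 20 min RT, light-protected.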
BLM helicase inh: blocks DNA unwinding by human BLM helicase. recombinant BLM DNA unwinding, fluorescence dequenching. Potency, µM (series often up to 56.1 µM), for inactives: top-dose activity change, negative = inhibition, actives largely listed as inhibitors. hit rate 0.2% among 350,000. AID 2528;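 further: plate controls were vehicle for no effect and no enzyme for full effect; nearly all actives have a fitted effect of over 35% in size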
APEX1 inh: blocks human APE1 abasic DNA cleavage; hit rate 0.35% among 350,000; P27695; recombinant APE1, TAMRA/BHQ-2 abasic DNA cleavage fluorescence; Potency, µM (doses to about 65.8 µM), for the others: top-dose activity change, negative = inhibition, actives largely listed as inhibitors;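 further: plate controls were vehicle for no effect and reference inhibitor for full effect; nearly all actives have a fitted effect of over 55% in size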
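Measures dequenching upon AP-site incision of a 5'-TAMRA/3'-BHQ-2 THF-containing duplex, 50 nM; human APE1 0.75 nM after 15 min room-temperature exposure to compound; kinetic three-point read at one-minute spacing.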
* marks the source's active call; other numbers are inactive results; ? = inconclusive; / = not tested or not shown; & = joins results of further samples; [ ] = dose if it differs, or a comment. The call rests on the fitted dose curve; in most records, active means well fitted curve in the direction sought with a large enough effect; inconclusive means small, poorly fitted or top-dose-only effect, or another doubt; inactive means no such curve, though single readings can be large; an effect the other way counts as inactive or inconclusive. Potency means the concentration at half of the fitted maximal effect. An excerpt (hit frequency here may not be typical).

Values in the order – APEX1 inh | BAZ2B block | Pol eta inh | BLM helicase inh | POLB inh | POLK inh | G9a block | Anesthetic bind | POLI inh
Cc1nc2sc(C(=O)c3ccccc3)c(N)c2c(C)c1C
    3% | 18% | 0% | 2% | 4% | -14% | -13% | -8% | 4%
Cn1c(=O)c(=O)n(C)c2cc(N3CCCC3)c(NC(=O)c3ccc(C(C)(C)C)cc3)cc21
    / | ? | -5% | -3% | 3% | -12% | 11µM* | 82%[activator] | 14%
Cc1ccc(/C=C/C(=O)OCC(=O)NC(C)c2ccccc2)o1 (stereo unspecified)
    -33% | -10% | -8% | / | / | -3% | 15%[12.7 µM] | / | ?
CCOC(=O)CON1C(=O)C(=O)N(OCC(=O)OCC)C2CCCCC21 (stereo unspecified)
    -1% | -11% | 7% | -6% | 20% | 8% | / | 0% | 35%[activator]
COc1ccccc1OCCC(=O)OCC(=O)c1[nH]c(C)c(C(C)=O)c1C
    29% | ? | -6% | -3% | 10% | -14% | ? | ? | 3%
CCOC(=O)c1c(C)[nH]c(C)c1S(=O)(=O)N1CCCC(C(=O)N2CCN(c3cccc(Cl)c3)CC2)C1 (stereo unspecified)
    / | ? | -19% | -8% | 3% | -3%[60.1 µM] | ? | -10% | 50%[activator]
CCOc1cc(/C=C/C(=O)Nc2ccc(C(=O)NCCN(CC)CC)cc2)ccc1OCC(C)C
    -4% | -28% | -30% | 2% | -24% | -6% | ? | -18% | 1%
Cc1cc(C)c(S(=O)(=O)Nc2ccc(O)c(Sc3ncn[nH]3)c2)cc1C
    -19% | -36% | -4% | -5% | 0% | -28% | / | -21% | ?
CC(C)CN(CC(C)C)S(=O)(=O)N1CCC(C(=O)NCc2ccc(F)cc2)CC1
    -6% | 5% | -16% | -3% | 31% | -1% | 5% | -11% | -4%
CCOC(=O)c1cnc(SCC(=O)c2ccc(C)cc2)nc1N
    0% | 0% | 8% | 2% | 33% | -12% | ? | -11% | 12%
COC(=O)CCC(=O)Oc1ccc(OC(=O)CCC(=O)OC)cc1
    0% | -2% | / | 3% | 27% | / | 50µM* | -9% | /
O=C(N=C1N=C2C=CC=CN2Cc2ccccc21)c1ccc(S(=O)(=O)N2CCOCC2)cc1
    1% | -8% | -13% | 0% | -12% | -2% | ? | -12% | -27%
Cc1cc(C)c2nc(NNC(=O)c3ccc(S(=O)(=O)N4CCCC(C)C4)cc3)sc2c1 (stereo unspecified)
    7% | 8.9µM* | -10% | -6% | 1% | -17% | 45µM* | -21% | -16%
CCOc1ccccc1NC(=O)CN(C)S(=O)(=O)c1cnc[nH]1
    -3% | -1% | -8% | -1% | 15% | 6% | 5% | 0% | 16%
Cc1ccccc1NC(=O)C1CCCN1S(=O)(=O)c1ccccc1C(F)(F)F (stereo unspecified)
    21% | -1% | -27% | / | / | -19% | 5%[59 µM] | / | 17%
COc1ccc(CCn2c(N3CCOCC3)nc3c2c(=O)[nH]c(=O)n3C)cc1
    11% | 1% | -1% | -11% | 16% | 4% | -30%[59 µM] | -10% | 6%
Cc1ccccc1NS(=O)(=O)c1ccc(C)c(C(N)=O)c1
    -7% | -2% | -11% | 0% | 53% | -16% | 0% | -12% | 27%
CC(C)Oc1ccc(CNC(=S)Nc2ccccc2)cc1Cl
    -6% | -19% | -23% | -8% | -25% | -5% | 0%[0.501 µM] | ? | 18%
CCN(CC)CCNC(=O)COc1ccc(OC)cc1
    ? | 1%&-1% | 3%&-2% | -5% | 7% | -7% | -29%[59 µM] | 0% | 93%&-8%[activator]
O=C(COC(=O)Cc1ccc(Cl)cc1Cl)NCCC1=CCCCC1
    0% | 9% | -13% | -2% | 22% | -1% | -12%[59 µM] | ? | 12%

Arranged by the number under Pol eta inh (largest number first): some entries from above.
compound | Pol eta inh
Cc1nc2sc(C(=O)c3ccccc3)c(N)c2c(C)c1C | 0%
COc1ccccc1OCCC(=O)OCC(=O)c1[nH]c(C)c(C(C)=O)c1C | -6%
Cc1ccccc1NS(=O)(=O)c1ccc(C)c(C(N)=O)c1 | -11%

As entered above.
In POLB inh, Cn1c(=O)c(=O)n(C)c2cc(N3CCCC3)c(NC(=O)c3ccc(C(C)(C)C)cc3)cc21 reads 3%
In BAZ2B block, O=C(N=C1N=C2C=CC=CN2Cc2ccccc21)c1ccc(S(=O)(=O)N2CCOCC2)cc1 reads -8%
In POLI inh, Cc1ccccc1NS(=O)(=O)c1ccc(C)c(C(N)=O)c1 reads 27%
In POLI inh, COc1ccc(CCn2c(N3CCOCC3)nc3c2c(=O)[nH]c(=O)n3C)cc1 reads 6%
In Pol eta inh, CCOc1cc(/C=C/C(=O)Nc2ccc(C(=O)NCCN(CC)CC)cc2)ccc1OCC(C)C reads -30%

Next section:
Values in the order – APEX1 inh | BAZ2B block | Pol eta inh | BLM helicase inh | POLB inh | POLK inh | G9a block | Anesthetic bind | POLI inh
Cc1noc(C)c1S(=O)(=O)Nc1ccc2c(c1)CC(=O)N([C@H](C)CO)C[C@H](C)[C@H](CN(C)S(=O)(=O)c1ccc(F)cc1)O2
    7% | / | -20% | / | / | 3% | / | / | 9%
O=C1CN(C(=O)COc2ccccc2)CCN1
    0% | -5% | -14% | -15% | 21% | 2% | -11%[59 µM] | 8% | 6%
O=C(NC1CCN(Cc2ccccc2)CC1)C1CCN(c2nnc(-n3cccc3)s2)CC1
    14% | -3% | 3% | -11% | 24% | -2% | ? | -6% | -3%
O=C(Nc1cccc(C(F)(F)F)c1)C(Sc1cccc[n+]1[O-])c1ccccc1 (stereo unspecified)
    -7% | -16% | -9% | -2% | -26% | -10% | ? | -9% | 3%
CC/C(C)=N/Nc1cccc([N+](=O)[O-])c1
    -1% | -31% | 0% | -2% | 87% | -18% | ? | -17% | ?
CCOc1ccccc1CNCCO
    5% | 1% | -5% | 0% | -2% | -13% | -23%[59 µM] | 1% | 6%
COc1ccc(NC(=O)COC(=O)Cc2cccs2)cc1OC
    12% | -5% | -10% | / | / | 6% | 5%[0.501 µM] | / | 43%[activator]
O=C(CSc1nnc(COc2ccc(Cl)cc2)o1)Nc1ccc(N2CCOCC2)cc1
    -5% | 4% | -4% | / | / | -14% | 32µM* | / | 10%
C=CCN(CC=C)C(=O)CCc1nnc(CCc2c[nH]c3ccccc23)o1
    3% | -16% | -8% | 0% | 15% | -1% | 44% | -18% | 62%[activator]
COc1cc(NC(=O)C2CCCO2)c(C(=O)O)cc1OC (stereo unspecified)
    0% | -9% | -13% | -1% | 2% | -12% | 0%[12.7 µM] | 36%[activator] | 17%
CN(C)c1ccc(/C=C2\C(=O)Nc3ccccc32)c2ccccc12
    -4% | / | / | -17% | / | -10%[60.1 µM] | / | ? | /
O=C(Cc1c(F)cccc1Cl)Nc1ccc(-n2cnnn2)cc1
    -4% | -23% | -16% | -1% | 0% | 4% | ? | -10% | 68%[activator]
COc1ccc(N(CC(=O)NC2CCCCC2)S(=O)(=O)c2cccs2)cc1
    12% | / | -12% | / | / | 3% | / | / | 17%
Cc1cc(C(=O)COC(=O)/C=C/c2ccco2)c(C)n1C
    -20% | / | -16% | / | / | -24% | / | / | ?
O=C(NCCCN1CCCC1=O)c1cn(-c2ccccc2)nc1-c1ccccc1
    3% | -2% | -7% | -4% | 61% | 0% | / | -1% | 93%[activator]
CC(=O)c1cccc(OCc2cc(C(=O)NC(C)Cc3cccnc3)no2)c1 (stereo unspecified)
    0% | -19% | 9% | 0% | 24% | 1% | 10% | -4% | -9%
COC(=O)c1cc2sccc2n1CC(=O)N(C)c1ccccc1
    -7% | -20% | -19% | -4% | -8% | -16% | 0% | -11% | 4%
CCOC(=O)C(C(=O)NCC1CCCO1)C1CCCCC1 (stereo unspecified)
    1% | 0% | -11% | 3% | 13% | 2% | 14%[59 µM] | -2% | -7%
O=C(NCc1ccc(F)cc1)C1CCCN(S(=O)(=O)c2cccc3nonc23)C1 (stereo unspecified)
    2% | -7% | 0% | -2% | 25% | -18% | 3%[0.501 µM] | -6% | 34%[activator]
COc1ccccc1NC(=O)c1ccc(COc2ccccc2OC)o1
    -6% | 9% | -9% | -4% | -17% | -4% | -5%[12.7 µM] | -14% | 12%

(continued)
Values in the order – APEX1 inh | BAZ2B block | Pol eta inh | BLM helicase inh | POLB inh | POLK inh | G9a block | Anesthetic bind | POLI inh
COc1ccc(NC(=O)c2cccc(N3CCCS3(=O)=O)c2)cc1OC
    / | -8% | -4% | -3% | 57% | -17% | -4%[59 µM] | 2% | -11%
Cc1cccc(CC2S/C(=N/c3cccc(C)n3)NC2=O)c1 (stereo unspecified)
    0% | 0% | 1% | -2% | -27% | 12% | 38%[59 µM] | -5% | 42%[activator]
CCc1ccc(NC(=O)CN2C(=O)CCSc3ccccc32)cc1
    / | -1% | -8% | -2% | -2% | -23% | 4%[59 µM] | 0% | 28%
COc1ccc(N2CCN(C(=O)c3cc(S(=O)(=O)N4CCCCCC4)ccc3OC)CC2)cc1
    33%[activator] | ? | -22% | / | / | -3% | 50µM* | / | 12%
CCOC(=O)C1CCCN(C(=O)c2nn(-c3ccc(C)cc3)c(=O)c3c2c2ccccc2n3C)C1 (stereo unspecified)
    / | / | / | -2% | 23% | -2% | -20%[59 µM] | -2% | -8%
O=[N+]([O-])c1cccc(S(=O)(=O)NCC2CCCO2)c1 (stereo unspecified)
    1% | 1% | -13% | 5% | 10% | -15% | 30%[59 µM] | -6% | 3%
COc1cccc(C2C(C#N)=C(N)N(N(C)C)C3=C2C(=O)CCC3)c1OC (stereo unspecified)
    30% | -10% | -2% | 1% | 38% | -18% | 3% | 5% | 16%
COCCOC1CCN(C(=O)C2CCC(=O)N(CCc3cccc(F)c3)C2)CC1 (stereo unspecified)
    39% | 0% | -17% | 2% | 29% | 8% | 3% | -7% | 0%
O=C(/C=C/c1ccco1)Nc1ccc(N2CCCC2)cc1
    0% | -33% | -1% | -2% | 0% | -16% | 0.89µM* | 0% | -7%
COc1ccc(CNC(=O)CCn2nc(C)c3c(C)n(-c4ccccc4)nc3c2=O)cc1OC
    / | -18% | -7% | 1% | -17% | -6% | -1%[59 µM] | 0% | 6%
COc1ccc(CCNS(=O)(=O)c2ccccc2)cc1OC
    11% | 2% | 11% | 0% | -6% | -6% | 1%[59 µM] | 2% | 8%
Cn1c(=O)c2c(ncn2CC(=O)NCc2cccnc2)n(C)c1=O
    -1% | 4% | 5% | -1% | 10% | -4% | -4% | -11% | 2%
